Compound activity deposited in PubChem by National Center for Advancing Translational Sciences (NCATS).
TGFb SMAD3 inh = inhibitors of TGF-b signaling | HepG2 CAGA-GFP TGF-b/SMAD3 reporter, GFP fluorescence, 18 h; TGF-beta stimulated, 500 pg/mL final | Potency, µM (series often up to 46.1 µM), without a hit: top-dose activity, negative = inhibition, usual class: inhibitors | 410,000 tested, 1.2% active | AID 588855; further: on the % scale 0 is the no-effect control and ±100 the full control effect; nearly all actives have a fitted effect of over 65% in size
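TGF-beta reporter screen: HEPG2 CAGA-GFP, 1% FBS, 500 pg/mL TGF-beta final, 18 h; per-cell GFP summed per well; curves fitted and categorized by class.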
ATXN viability = viability counter-screen for ATXN expression inhibitors | S2 cells (HEK-293 line with an ATXN2-luciferase reporter) viability, CellTiter-Fluor protease fluorescence, 24 h | Potency, µM (highest dose often 56.7 µM), actives largely listed as cytotoxic | 400,000 tested, 0.49% active | AID 651635; further: nearly all actives have a fitted effect of over 40% in size
Nrf2 activator = activators of Nrf2 (ARE) signaling; AREc32 ARE-luciferase reporter (MCF7-derived line), luminescence, 24 h; Potency, µM (highest dose often 46.1 µM), without a hit: at the top dose activation, hits mostly activators; 410,000 tested, 0.31% active; further: % of control where 0% means no effect; nearly all actives have a fitted effect of over 65% in size
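ARE-driven firefly luciferase activity in AREc32 cells measured after a 24 hr compound exposure at 37 deg C, using Steady-Glo reagent and a 30 min room-temperature hold.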
EPAC2 antagonist = blocks human EPAC2 exchange factor; EPAC2 GEF exchange of Rap1B-BODIPY-GDP, fluorescence; 360,000 tested, 0.18% active; AID 720708; Q8WZA2; Potency, µM (series often up to 114 µM), inactives show at the top dose activity, negative = inhibition, usual class: inhibitors; further: on the % scale 0 is the no-effect control and ±100 the full control effect; nearly all actives have a fitted effect of over 45% in size; many of its hits are not listed in these tables
Target sequence (Q8WZA2 whole entry, looked up): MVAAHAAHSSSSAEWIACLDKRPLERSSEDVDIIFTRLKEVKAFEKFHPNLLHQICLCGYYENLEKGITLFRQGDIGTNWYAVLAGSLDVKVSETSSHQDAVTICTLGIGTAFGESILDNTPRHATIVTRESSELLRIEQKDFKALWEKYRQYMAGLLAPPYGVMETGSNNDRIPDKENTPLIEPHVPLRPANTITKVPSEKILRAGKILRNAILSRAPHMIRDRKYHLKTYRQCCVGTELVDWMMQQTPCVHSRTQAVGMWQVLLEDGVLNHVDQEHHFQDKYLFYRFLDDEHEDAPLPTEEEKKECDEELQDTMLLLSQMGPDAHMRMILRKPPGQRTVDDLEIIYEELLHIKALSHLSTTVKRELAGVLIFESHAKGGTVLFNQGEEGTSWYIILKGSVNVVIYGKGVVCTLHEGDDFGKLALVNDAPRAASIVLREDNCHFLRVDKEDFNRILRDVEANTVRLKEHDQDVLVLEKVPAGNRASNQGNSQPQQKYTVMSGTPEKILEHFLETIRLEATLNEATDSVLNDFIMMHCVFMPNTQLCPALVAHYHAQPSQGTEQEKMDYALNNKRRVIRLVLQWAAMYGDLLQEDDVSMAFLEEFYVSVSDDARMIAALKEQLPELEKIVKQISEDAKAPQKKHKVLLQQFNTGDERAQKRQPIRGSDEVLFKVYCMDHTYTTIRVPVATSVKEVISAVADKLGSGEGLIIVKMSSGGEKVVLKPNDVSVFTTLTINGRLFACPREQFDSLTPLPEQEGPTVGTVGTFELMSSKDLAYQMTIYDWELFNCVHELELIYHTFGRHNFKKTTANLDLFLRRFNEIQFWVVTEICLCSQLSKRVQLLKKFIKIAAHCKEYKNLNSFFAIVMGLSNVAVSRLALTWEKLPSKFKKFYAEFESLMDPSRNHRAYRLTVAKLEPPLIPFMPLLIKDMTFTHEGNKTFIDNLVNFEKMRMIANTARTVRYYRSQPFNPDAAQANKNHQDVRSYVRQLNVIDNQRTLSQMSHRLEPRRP
ATXN2 expr inh = inhibitors of ATXN2 expression; 360,000 tested, 0.72% active; Potency, µM (highest dose often 57 µM), for inactives: at the top dose activity change, negative = inhibition, actives largely listed as inhibitors; HEK-293 ATXN2-luciferase reporter, luminescence, 24 h; further: on the % scale 0 is the no-effect control and ±100 the full control effect; nearly all actives have a fitted effect of over 55% in size
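qHTS (up to 57 uM final) was run with 24 h compound exposure of reporter cells at 37 °C. Each well was multiplexed: SteadyGlo luminescence measured ATXN2-luciferase expression after a fluorogenic Gly-Phe-AFC viability readout (25 uM final).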
A549 viability = counter-screen for Nrf2 inhibitors: cytotoxicity in A549 cells. A549 ARE-Fluc cells, CellTiter-Fluor viability, 18-24 h. 390,000 tested, 0.16% active. AID 504648. Potency, µM (highest dose often 46 µM), inactives show at the top dose activity change, negative = cytotoxicity, hits mostly inhibitors; further: on the % scale 0 is the no-effect control and ±100 the full control effect
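A549 ARE-Fluc cells in 5% FBS OPTI-MEM, 5000 cells/well, rested 2 h then exposed to compounds in concentration-response for 18-24 h at 37 °C. Viability by CellTiter-Fluor fluorescence (Ex 405/Em 525) after 30 min; luciferase luminescence (BugLite, 15 min, RT) read afterwards.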
HepG2 viability = counter-screen for TGF-b inhibitors: cytotoxicity in HepG2 cells. 410,000 tested, 0.76% active. Potency, µM (doses to about 46.1 µM), inactives show at the highest dose activity change, negative = cytotoxicity, hits mostly cytotoxic. HepG2 CAGA-GFP viability, ATP luminescence, 18 h. AID 588856; further: some results filed as inactive show a strong effect at the top dose
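CellTiter-Glo luminescence gave cytotoxicity after 18 hours at 37 degrees C. The cells were HepG2 CAGA-GFP in 1% FBS DMEM, stimulated with 500 pg/mL TGF-beta after compound addition. %Activity was normalised to no-cell wells (complete cell-killing) and DMSO (no toxicity), and curves were fitted and classified.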
Nrf2 inh = Nrf2 pathway inhibition. A549 ARE-Fluc reporter, luciferase luminescence, 18-24 h. Potency, µM (titrated, usually from 46 µM), for inactives: at the highest dose activity change, negative = inhibition, hits mostly inhibitors. 360,000 tested, 2.1% active. AID 504444; further: on the % scale 0 is the no-effect control and ±100 the full control effect; nearly all actives have a fitted effect of over 60% in size
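A549 ARE_Fluc cells (5000/well, 5% FBS OPTI-MEM) pre-incubated 2 h, then treated with compounds 18-24 h at 37C/5% CO2 in concentration-response. CellTiter-Fluor viability read first; BugLite luciferase luminescence after 15 min at room temperature gives Nrf2 activity.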
MCF10A rereplic = induces DNA re-replication in MCF 10a normal breast cells | 350,000 tested, 2.9% active | MCF 10A DNA re-replication, Hoechst nuclear intensity, 48 h | Potency, µM (highest dose often 46.1 µM), inactives show at the top dose activity, positive = re-replication, usual class: activators; further: % of control where 0% means no effect; nearly all actives have a fitted effect of over 50% in size
Active calls of the source: *; i = inactive; ? = inconclusive; . = no result given; [ ] = another dose, or the depositor's remark. The call rests on the fitted dose curve; in most records, active means well fitted curve in the direction sought with a large enough effect; inconclusive means small, poorly fitted or top-dose-only effect, or another doubt; inactive means no such curve, though single readings can be large; an effect the other way counts as inactive or inconclusive. Potency means the concentration at half of the fitted maximal effect.

Screens in order: TGFb SMAD3 inh | ATXN viability | Nrf2 activator | EPAC2 antagonist | ATXN2 expr inh | A549 viability | HepG2 viability | Nrf2 inh | MCF10A rereplic
CC(=O)c1c(N2CCN(Cc3ccc4c(c3)OCO4)CC2)nc(=S)n(-c2ccccc2)c1C
→ 1% | i | -0.8% | 6% | -6% | 29% | 0% | 10% | 10%
NCCCNC(=O)c1cc2ccccc2[nH]1
→ -3% | i | -0.3% | 2% | -16% | -4% | 2% | -7% | -2%
COc1ccc(-c2cc(C(F)(F)F)nc(SCC(=O)NC(C)c3ccccc3)n2)cc1 (centres undefined)
→ -4% | ? | 0.4% | . | -30% | -12% | -26% | -11% | .
CS(=O)(=O)c1cccc(NC(=O)C2CCCN2S(=O)(=O)c2ccc(F)cc2)c1 (centres undefined)
→ 2% | i | -0.8% | 1% | 14% | -10% | 5% | -29% | -3%
COc1ccc(O)c(CN2CC3CCC(CC3)C2)c1
→ -6% | i | 0.5% | 4% | 5% | -4% | -20% | 21% | 4%
CC(NC(=O)/C=C/c1ccc(Br)cc1)c1ccccc1 (centres undefined)
→ -10% | i | -0.6%[9.22 µM] | 7% | -10% | 2% | -18% | -30% | -1%
Nc1c(N(Cc2ccccc2)C(=O)COc2ccc(F)cc2)c(=O)[nH]c(=O)n1Cc1ccccc1
→ ? | i | -1.2% | 17% | -3% | -1% | 3% | 0% | -4%
O=C1CCCC(O)=C1C=Nc1ccc2c(c1)oc1ccccc12
→ 1% | i | 3.0% | 0% | 22% | -7% | 4% | ? | 0%
O=C(O)c1ccc(/C=C2\SC(=S)N(Nc3ccccc3)C2=O)cc1
→ -13% | i | 19% | -13% | -13% | 2% | -18% | 2% | 5%
CCCCCc1c2c(cc(O)c1C(=O)O)OC(=O)c1cc(C(=O)CCCC)c(OC)cc1O2
→ ? | i | -0.9% | ? | ? | 7% | -60% | 2% | ?
CCCN(CC(=O)Nc1ccc(F)c(F)c1F)C(=O)c1cc([N+](=O)[O-])ccc1N1CCOCC1
→ 4% | ? | -0.9% | -3% | -9% | -4% | 3% | -4% | 2%
COc1ccc(N2CCN(C(=O)CSCc3ccc(C)cc3)CC2)cc1
→ ? | . | 4.2% | . | . | 3% | -42% | . | .
O=[N+]([O-])c1cc(-c2csc(NCCc3nc4cc(C(F)(F)F)ccc4n3CCCO)n2)ccc1Cl
→ -21% | ? | 6.9% | -7% | -21% | 5% | -3% | 8% | 7%
O=C(COC(=O)c1cc([N+](=O)[O-])ccc1N1CCOCC1)Nc1ncc(Cl)cc1Cl
→ 6% | i | 3.9% | -8% | 3% | -10% | -1% | -6% | 11%
N#Cc1cc(N2CCOCC2)nc2ccccc12
→ 28% | i | 2.8% | 2% | . | 0% | 53% | -4% | 5%
CN1CCN(C2CN(Cc3cn(Cc4ccc(F)cc4)nn3)S(=O)(=O)C2)CC1 (centres undefined)
→ . | i | -1.0% | 9% | 2% | . | . | . | .
Cc1cc(C)c2c(N)c(C(=O)NNC(=O)c3ccccc3)sc2n1
→ 7% | i | -0.1% | -9% | 15% | 1% | -4% | ? | -15%
Cc1ccc(S(=O)(=O)N2CCc3cc(C(=O)Nc4c(F)cccc4F)ccc32)cc1
→ -3% | ? | -0.2% | . | -1% | -1% | -3% | -12% | .
C=CCn1c(SCc2nnc(-c3ccccc3)o2)nnc1C(O)c1ccccc1 (centres undefined)
→ -26% | i | -0.5% | -1% | 8% | -4% | -1% | -13% | -1%
O=c1c(Cc2c(F)cccc2Cl)c(O)ccn1CCc1c[nH]c2ccccc12
→ -25% | i | -0.3% | 1% | 1% | -1% | -20% | 4% | ?
Clc1ccccc1Cn1c(/C=C/c2ccco2)nc2ccccc21
→ ? | i | ? | -9% | -31% | 7% | -39% | 1% | 18µM*
Cc1cnc(NC(=O)/C=C/c2ccc(Br)o2)s1
→ 11% | i | ? | -5% | -13% | -3% | -1% | ? | 0%
COC(=O)[C@@H](NC(=O)NC1CCN(Cc2ccccc2)CC1)C(C)C
→ 8% | i | -0.6% | 1% | -9% | 1% | 1% | 0% | 17%
COc1ccc2oc(C(=O)NCCN3CCOCC3)c(C)c2c1OC
→ 6% | i | 0.3% | 10% | 4% | 9% | -1% | 13% | -2%
O=C(Nc1ccc([N+](=O)[O-])cc1)c1cncc(Br)c1
→ 6% | i | 0.3% | 3%[57.1 µM] | . | -5% | 5% | -18% | 26%
Cc1ccc(NC(=O)CN(C)C(=O)Cn2cc(C(F)(F)F)ccc2=O)cc1
→ ? | i | 2.4% | 16% | 4% | -1% | -5% | 1% | 16%
CCOC(=O)c1ccc(NC(=O)C2C3CCCCC32)cc1 (centres undefined)
→ 11% | i | 5.2% | -3% | 77%[activator] | -11% | -3% | 3% | 5%
O=C(Nc1cccnc1Cl)c1cc(-c2cccc(O)c2)on1
→ 8% | i | 2.0% | 2% | 34% | 0% | 3% | 5% | 16%
O=C(Nc1ccccc1F)c1ccc2c(c1)CCN2S(=O)(=O)c1ccccc1
→ 1% | i | -0.1% | -4% | -10% | -8% | -4% | ? | 1%
Cc1cccc(N(C)C(=O)c2cc3c(=O)[nH]c4ccc(C)cc4c3s2)c1
→ -2% | ? | 2.4% | 5% | ? | -18% | -40% | ? | ?

3 compounds out of the list, arranged by formula weight, smallest number first.
Screens in order: TGFb SMAD3 inh | ATXN viability | Nrf2 activator | EPAC2 antagonist | ATXN2 expr inh | A549 viability | HepG2 viability | Nrf2 inh | MCF10A rereplic
O=C(Nc1cccnc1Cl)c1cc(-c2cccc(O)c2)on1
→ 8% | i | 2.0% | 2% | 34% | 0% | 3% | 5% | 16%
C=CCn1c(SCc2nnc(-c3ccccc3)o2)nnc1C(O)c1ccccc1 (centres undefined)
→ -26% | i | -0.5% | -1% | 8% | -4% | -1% | -13% | -1%
CC(=O)c1c(N2CCN(Cc3ccc4c(c3)OCO4)CC2)nc(=S)n(-c2ccccc2)c1C
→ 1% | i | -0.8% | 6% | -6% | 29% | 0% | 10% | 10%

(listing goes on)
Screens in order: TGFb SMAD3 inh | ATXN viability | Nrf2 activator | EPAC2 antagonist | ATXN2 expr inh | A549 viability | HepG2 viability | Nrf2 inh | MCF10A rereplic
NS(=O)(=O)c1ccc(CCNC(=O)CN2CCCCC2)cc1
→ -12% | i | -0.1% | 3% | 11% | -2% | -7% | 9% | ?
O=C(/C=C/c1c(F)cccc1Cl)NCc1ccco1
→ 6% | i | ? | -4% | 2% | 21% | -21% | 24% | 2%
COc1ccc(S(=O)(=O)N/N=C(/C)c2cccc(NC(=O)c3ccccc3Cl)c2)cc1
→ -1% | i | 0.5% | -4% | 4% | ? | 8% | ? | -2%
CN(c1cccc(NC(=O)c2cccc([N+](=O)[O-])c2)c1)S(C)(=O)=O
→ -3% | i | 7.5% | -2% | . | 6% | -15% | 1% | 1%
COCCn1c(C)cc(O)c(C(c2ccccc2)N2CCN(CCO)CC2)c1=O (centres undefined)
→ 24% | . | 0.0% | . | . | 2% | -19% | . | .
CCCNC(=O)c1cc(C2CCCCN2S(=O)(=O)Cc2cccc(C(F)(F)F)c2)on1 (centres undefined)
→ 26% | i | -0.1%[9.22 µM] | 23% | -2% | . | 1% | . | .
O=C(CCc1ccco1)CCc1ccco1
→ 7% | i | -0.4% | -8% | 5% | 3% | 15% | -7% | -1%
COc1ccc(N2C[C@H](CSC)[C@@H](CC(=O)Nc3ccccc3)C2=O)cc1
→ 17% | i | 0.5% | 3% | 1% | . | -1% | . | .
CCOC(=O)Nc1cccc(C(=O)O)c1
→ 0% | i | 0.5% | -3% | 7% | 1% | 2% | 24% | -4%
Cc1cc(C(=O)O)oc(=O)c1
→ 17% | i | -0.1% | 2% | 1% | 5% | 20% | 3% | 0%
CCCC(CCC(=O)Nc1ccc(S(N)(=O)=O)cc1)C(=O)O (centres undefined)
→ 21% | i | -0.8% | 20% | -1% | -9% | 8% | ? | -2%
O=[N+]([O-])c1ccc2[nH]c(=S)sc2c1
→ ? | i | 15% | -4% | 0% | 1% | -43% | 3% | ?
COc1ccc(S(=O)(=O)N2CCCCC2)cc1NC(=O)C1CC(=O)N(Cc2ccco2)C1 (centres undefined)
→ -6% | i | 0.5% | 17% | 3% | 0% | 11% | -14% | -1%
Cc1cccc(C(=O)Nc2ccc(N3CC=C(c4ccccc4C)CC3)c(C(=O)O)c2)c1
→ 14% | i | -0.7% | . | 6% | 1% | 13% | . | .
CCOC(=O)N1CCC(NCCNC(=O)c2ccccc2Cl)CC1
→ -7% | i | -0.2% | 3% | -7% | 0% | -9% | -12% | 1%
CC(C)Oc1ccc(CCC(=O)NNC(=O)CCC(=O)O)cc1
→ 10% | ? | 0.1% | 3% | . | 0% | 3% | 5% | 4%
Cc1ccc(OCC(=O)Nc2ccccc2C(=O)N2CCCC2)cc1
→ 8% | i | -0.5% | 4% | -1% | -8% | 17% | -27% | 3%
CCN(CC)C(=O)C1CCN(c2ncnc3c2cnn3-c2ccc(C)cc2C)CC1
→ 15% | i | 1.8% | -2% | -18% | 0% | 13% | ? | 6%
Cc1cccc2sc(N3CCN(C(=O)c4ccco4)CC3)nc12
→ -21% | . | 0.7% | . | . | 4% | -32% | . | .
CCOc1ccc(S(=O)(=O)N2CCN(C(=S)NCC3CCCO3)CC2)cc1 (centres undefined)
→ 4% | i | -0.7% | -2% | -11% | 0% | 0% | -33% | -6%
COc1ccc(OC)c(-n2c(CN3CCC(C(N)=O)CC3)nc3ccccc3c2=O)c1
→ 14% | i | -0.1% | -1% | -6% | -5% | 1% | . | -4%
COc1cc(C(=O)NNC(=O)c2cc(-c3ccccc3)n[nH]2)cc(OC)c1C
→ -20% | ? | 6.8% | 2% | -24% | -7% | -18% | ? | 16%

Copied from the list.
For MCF10A rereplic, `Cc1cc(C)c2c(N)c(C(=O)NNC(=O)c3ccccc3)sc2n1` shows -15%
For Nrf2 activator, `COc1ccc(S(=O)(=O)N/N=C(/C)c2cccc(NC(=O)c3ccccc3Cl)c2)cc1` shows 0.5%
For HepG2 viability, `COc1cc(C(=O)NNC(=O)c2cc(-c3ccccc3)n[nH]2)cc(OC)c1C` shows -18%
For EPAC2 antagonist, `O=C(/C=C/c1c(F)cccc1Cl)NCc1ccco1` shows -4%

An excerpt; rates above refer to the full screens.
